High-throughput results from PubChem.
PHOSPHO1 inh – PHOSPHO1 (human) inhibition | Q8TCT1 | recombinant PHOSPHO1, absorbance phosphatase assay | inhibition, % at 13.3 µM | 290,000 compounds, 1.1% hits | AID 1565; in the data active = inhibition above about 60%
NALP1 yeast inh – inhibitors of NALP1 inflammasome in yeast; S. cerevisiae NALP1/ASC/caspase-1 growth, X-gal OD620, 72 h; inhibition, % at 10 µM; 280,000 compounds, 0.61% hits; AID 2071; in the data active = inhibition mostly above about 24%, no sharp cut-off; inactive = mostly below about 32%; note: some compounds called inactive have numbers as strong as hits
OXTR ag – agonists of human oxytocin receptor. activation, % at 3 µM. CHO-OTR cells, Fluo-8 calcium fluorescence; normalized: DMSO 0%, oxytocin 100%. AID 2435. P30559. 320,000 compounds, 0.32% hits;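 active = activation above the mean of all tested compounds plus 3 SD, cutoff set per screening run, cut at about 20% in these data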;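 note: peak over basal fluorescence ratio from a 100 s FLIPR kinetic read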
MEKK2 mut-MEK5 – signal of MEK5 binding to mutant human MEKK2 PB1 domain; percent response, % at 10 µM; bead flow cytometry, Alexa488-MEK5 binding to MEKK2 mutant; 290,000 compounds, 0.35% hits; in the data active = percent response above about 24%, passing the limit was not always enough; note: inactives centre near 1; some results filed as inactive read as strong as hits; reference of the scale not given here
GalR3 antagonist – blocks the human galanin receptor 3; HEK293 GalR3-CNG cAMP membrane potential fluorescence; galR3 body fused to GalR1 C-terminus; AID 651719; inhibition, % at 3 µM; 360,000 compounds, 0.44% hits; O60755;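 active = inhibition above the screen-wide average plus 3 SD, cut at about 13% in these data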;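 note: forskolin and galanin both at EC90 stimulate the cells; cAMP rise reported by CNG channel membrane potential dye signal; 0% = forskolin plus galanin with DMSO and 100% = forskolin alone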
Target sequence (O60755 1-299 limits assumed): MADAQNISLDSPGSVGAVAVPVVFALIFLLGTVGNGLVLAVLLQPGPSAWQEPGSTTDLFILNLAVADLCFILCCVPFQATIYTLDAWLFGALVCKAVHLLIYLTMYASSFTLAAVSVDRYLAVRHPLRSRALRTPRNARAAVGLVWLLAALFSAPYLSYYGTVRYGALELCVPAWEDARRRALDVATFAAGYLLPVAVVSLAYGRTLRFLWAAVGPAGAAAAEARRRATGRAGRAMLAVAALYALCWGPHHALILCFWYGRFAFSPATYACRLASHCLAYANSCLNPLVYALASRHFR
GPR7 antagonist – antagonists of human GPR7 (neuropeptides B/W receptor 1) | P48145 | GPR7-expressing cells, fluorescence antagonist assay | inhibition, % at 4.4 µM | 290,000 compounds, 1.1% hits | AID 1861; in the data active = inhibition above about 16%, passing the limit was not always enough;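 note: cells stimulated with the agonist NPW; 0% = agonist with vehicle and 100% = vehicle without agonist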
Target sequence (P48145 whole entry, looked up): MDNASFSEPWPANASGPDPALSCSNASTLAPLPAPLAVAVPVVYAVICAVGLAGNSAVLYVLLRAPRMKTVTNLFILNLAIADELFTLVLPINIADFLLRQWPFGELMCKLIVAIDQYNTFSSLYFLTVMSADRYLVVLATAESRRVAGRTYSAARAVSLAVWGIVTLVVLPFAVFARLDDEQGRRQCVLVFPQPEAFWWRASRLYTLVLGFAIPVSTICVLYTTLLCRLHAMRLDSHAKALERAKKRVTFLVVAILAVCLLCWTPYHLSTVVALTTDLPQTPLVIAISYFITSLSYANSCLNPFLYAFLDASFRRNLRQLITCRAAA
MEKK3 PB1 HTS – raises or lowers MEK5 binding to the human MEKK3 PB1 domain; binding response (% of control), % at 10 µM; 290,000 compounds, 1.4% hits; bead-based flow cytometry, Alexa488-MEK5 binding to MEKK3; actives lie on both sides; 0 = blocked by unlabeled MEK5, 100 = vehicle; Q99759; AID 1529;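 active = binding response more than 3 SD above or below the average of its plate-row segment, actives on both sides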;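 note: Alexa488 bead fluorescence after subtracting the streptavidin-only scavenger bead signal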
V1aR counter – activates human V1a receptor in oxytocin agonist counter-screen. P37288. CHO-V1R cells, Fluo-8 calcium fluorescence, agonist mode; 0% DMSO, 100% 3 nM vasopressin. activation, % at 3 µM. 320,000 compounds, 0.25% hits;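 active = activation above the mean activation of all tested compounds plus 3 SD, per screening run, cut at about 20% in these data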;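 note: signal is peak over basal fluorescence ratio across a 100 second FLIPR read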
Target sequence (P37288 whole entry, looked up): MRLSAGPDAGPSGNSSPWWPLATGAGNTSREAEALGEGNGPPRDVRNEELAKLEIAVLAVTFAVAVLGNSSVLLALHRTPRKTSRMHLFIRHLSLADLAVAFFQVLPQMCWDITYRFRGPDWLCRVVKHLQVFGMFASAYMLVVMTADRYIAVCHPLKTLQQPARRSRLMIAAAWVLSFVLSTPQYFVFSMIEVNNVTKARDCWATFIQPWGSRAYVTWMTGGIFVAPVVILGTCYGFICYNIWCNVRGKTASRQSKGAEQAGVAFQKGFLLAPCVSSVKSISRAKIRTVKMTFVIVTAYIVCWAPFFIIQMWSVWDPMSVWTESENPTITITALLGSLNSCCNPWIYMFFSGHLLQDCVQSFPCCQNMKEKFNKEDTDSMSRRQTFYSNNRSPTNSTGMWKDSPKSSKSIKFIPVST
MEKK2 WT-MEK5 – raises or lowers MEK5 binding to wildtype human MEKK2 PB1 domain; bead flow cytometry, Alexa488-MEK5 binding to MEKK2 WT; actives lie on both sides; binding response (% of control), % at 10 µM; 290,000 compounds, 1.1% hits; AID 1531; in the data active = binding response below about 67% or above about 130%
The depositor's hits bear a star; . = no result given.

SMILES	PHOSPHO1 inh	NALP1 yeast inh	OXTR ag	MEKK2 mut-MEK5	GalR3 antagonist	GPR7 antagonist	MEKK3 PB1 HTS	V1aR counter	MEKK2 WT-MEK5
Cc1nnc(SCC(=O)NCc2ccccc2Cl)[nH]c1=O	-29.8	19.8	0.1	0.0	-1.9	-3.8	100.0	0.2	101.0
CNC(=O)C1CC(=O)N(CCCc2ccccc2)C(=Nc2ccccc2)S1 (configuration not stated)	-3.9	8.5	-1.2	1.0	-1.7	1.0	103.0	-0.9	101.0
COc1ccc(C)cc1N(CC(=O)N1CCCCCC1)S(=O)(=O)c1ccccc1	37.0	-5.3	-0.1	-2.0	-11.3	10.1	102.0	-0.4	95.0
CCc1noc(C)c1C(=O)Nc1nnc(C2CCCCC2)s1	-24.1	8.0	-0.6	-4.0	.	5.0	99.0	-0.1	93.0
COc1ccc(/C=C\c2nc(=O)c3ccccc3o2)cc1	-20.0	10.6	.	3.0	8.5	-26.4	95.0	.	103.0
COc1ccc(CC(=O)Nc2ccc(C(=O)NCC(C)C)cc2)cc1	19.4	19.6	2.9	0.0	-6.3	-2.0	100.0	2.1	95.0
COc1ccccc1CNC(=O)C(C)n1cccc1C(=O)c1ccccc1 (configuration not stated)	64.0*	-19.9	-0.7	2.0	-1.2	10.8	100.0	0.3	101.0
Cc1cccc(C(C)C)c1NC(=O)COC(=O)c1cccc(S(=O)(=O)N2CCc3ccccc3C2)c1	-2.2	29.4	-0.7	-1.0	-4.3	-14.6	100.0	0.2	101.0
Cc1cc(C)c2nc(SCC(=O)N3CC(=O)Nc4ccccc43)c(C#N)cc2c1	-1.2	14.1	1.9	3.0	-1.1	-5.8	103.0	1.5	99.0
Cc1ccc(C)c2sc(NC(=O)c3ccc(N4CCCCC4)c([N+](=O)[O-])c3)nc12	5.4	-2.4	1.0	10.0	-7.7	-4.1	108.0	0.2	114.0
O=C(Nc1ccc(-n2cc(Cl)cn2)cc1)c1ccncc1	29.0	0.8	3.9	0.0	-8.0	2.5	91.0	6.3	98.0
Cn1c(C(=O)NN)cc2cc(Oc3ccccc3)ccc21	9.2	4.0	1.8	1.0	60.0*	-20.4	98.0	-0.9	95.0
Cc1cc(C)c(C(=O)OCC(=O)NCc2cccs2)c(C)c1	21.4	-13.0	-1.3	-4.0	-1.0	-7.2	98.0	-0.3	95.0
O=C(Nc1ccc([N+](=O)[O-])cc1)N1CCCCCC1	14.2	25.7	0.5	2.0	-2.6	-12.9	100.0	1.2	105.0
CCN1C(=O)N[C@H](c2ccc(Br)cc2)C(C(=O)OC)=C1C	.	.	-2.4	-3.0	-10.3	.	97.0	-0.5	93.0
O=C(Cn1cc(S(=O)(=O)Cc2ccccc2)c2ccccc21)N1CCOCC1	36.6	25.0	-0.1	0.0	-3.4	6.9	93.0	1.1	96.0
COc1cc(C)ccc1OCCOCCOc1cccc2ccc(C)nc12	30.5	8.3	6.5	4.0	-3.7	-13.8	103.0	4.8	96.0
CCC1C/C(=C/c2ccco2)C(=O)/C(=C/c2ccco2)C1 (configuration not stated)	-16.2	28.0	3.7	-3.0	.	-3.4	92.0	0.6	92.0
CSc1ncccc1C(=O)N(C)CC(=O)Nc1cccc(F)c1	32.6	11.6	0.1	3.0	-2.7	-8.5	101.0	-0.1	106.0
COc1cccc(Oc2nc(-c3ccccc3O)nc3ccccc23)c1	42.0	8.1	2.2	4.0	-10.3	-25.6	106.0	0.3	104.0
CCSc1nnc(-c2ccc(S(=O)(=O)N3CCOCC3)cc2)n1C	19.0	-6.6	0.0	7.0	-3.0	8.4	98.0	1.5	101.0
COc1ccc(-c2cc(C(=O)N3CCN(S(=O)(=O)c4ccc(C)cc4)CC3)[nH]n2)cc1	28.1	13.4	9.3	0.0	-4.0	12.9	101.0	7.5	99.0
COc1cccc(N(CC(=O)NC2CCCC2)C(=O)Cn2nnc(-c3ccc(C)cc3)n2)c1	1.8	-5.2	0.0	3.0	-4.9	-6.9	105.0	-1.1	101.0
O=C(O)c1cc([N+](=O)[O-])cc([N+](=O)[O-])c1N1CCN(c2cccc(C(F)(F)F)c2)CC1	32.7	3.0	.	6.0	-5.0	-0.4	108.0	.	108.0
Nc1n[nH]c(N)c1N=Nc1ccccc1F	28.3	2.8	0.5	2.0	-7.3	3.3	102.0	0.9	106.0
Cc1ccc(N2CC(C(=O)Oc3cccc(N4C(=O)CCC4=O)c3)CC2=O)cc1 (configuration not stated)	2.9	.	1.3	3.0	-5.1	7.2	101.0	-0.1	105.0
N#CCSC1=Nc2ccccc2C2=NC(CCC(=O)N3CCN(c4ccccc4)CC3)C(=O)N12 (configuration not stated)	22.6	3.5	-0.8	1.0	0.1	0.2	95.0	-0.2	93.0
Cc1ccc(C(=O)NCCNS(=O)(=O)c2ccccc2)cc1	-13.5	-0.2	2.8	-1.0	1.4	-8.2	99.0	1.8	100.0
Cc1cc(NC(=O)CSc2nc3c(c(=O)n2-c2ccc(Cl)cc2)SCC3)no1	.	.	-1.7	2.0	-1.4	-3.8	103.0	-1.2	98.0
CC(C)Sc1nc2c(cnn2-c2ccc(F)cc2)c(=O)[nH]1	29.1	.	-1.2	-1.0	0.5	-9.3	106.0	-0.5	103.0
Cc1nn(CC(=O)Nc2ccc(C#N)cc2)c(C)c1[N+](=O)[O-]	24.7	-0.7	0.1	-6.0	-0.2	4.6	97.0	0.0	99.0
COc1ccc(C(=O)NC(=S)Nc2ccc(N3CCN(C(C)=O)CC3)cc2)cc1[N+](=O)[O-]	4.1	.	1.6	4.0	-1.0	5.4	106.0	3.5	109.0
Cc1ccc2c(c1)CCCN2C(=O)c1ccoc1C	-6.6	1.4	-1.9	5.0	-5.7	-4.1	105.0	-1.2	110.0
CCOC(=O)/C(C(=Nc1ccccc1)Nc1ccccc1)=C(\C)O	19.2	12.0	-1.8	4.0	-9.5	-11.2	102.0	-2.1	108.0
COc1ccc(N(C(=O)c2snc(C(N)=O)c2N)C(C(=O)NC2CCCC2)c2ccco2)cc1 (configuration not stated)	27.9	-2.4	0.6	-2.0	17.9*	-9.8	99.0	1.1	92.0
COc1ccc(NC(=O)CS(=O)c2ccccc2Cl)cc1 (configuration not stated)	47.5	-7.6	-0.8	-5.0	-2.0	-21.1	94.0	2.4	89.0
CCCCOc1ccc(CONS(=O)(=O)c2ccc(NC(C)=O)cc2)cc1Cl	-4.9	11.9	8.9	1.0	0.1	10.8	160.0*	18.0	106.0
Cc1ccc(S(=O)(=O)Nc2ccc(C(=O)NC3CC3)cc2)cc1	36.4	4.9	0.3	-1.0	-2.9	-9.2	101.0	1.5	99.0
Clc1ccc(-c2ccc(C=Nc3ccc(N4CCOCC4)cc3)o2)c(Cl)c1	-27.6	3.6	1.0	-1.0	-5.2	-4.2	102.0	0.0	97.0
CC(=O)c1cccc(Nc2cc(C)nc3ccc(C)cc23)c1	-16.6	8.7	-2.1	-17.0	-3.9	0.0	95.0	-1.9	107.0
CCOC(=O)C1(Cc2cccc(F)c2)CCN(C(=O)c2ccoc2C)CC1	62.8*	-3.3	-2.4	2.0	-5.8	8.5	104.0	-1.1	102.0
CC(=O)c1c(C(C)=O)c(C)n(C(c2ccccc2)c2ccccc2)c1C	8.3	8.7	-2.3	0.0	2.1	-6.8	99.0	-1.0	98.0
COc1ccc(NCc2ccc3c(c2)OCO3)cc1Cl	-21.9	40.3	0.1	6.0	-9.3	-12.3	109.0	-0.3	108.0
Cc1cc(C)cc(Oc2coc3c(CN(C)C)c(O)ccc3c2=O)c1	-2.7	-8.9	-1.2	14.0	-8.8	0.8	97.0	-0.1	99.0
CC(C)NS(=O)(=O)c1ccc(NC(=O)Cc2ccsc2)cc1	28.3	21.6	2.3	2.0	-8.7	6.8	99.0	0.8	102.0

Part of the list above in order of heavy-atom count, low to high.
SMILES	PHOSPHO1 inh	NALP1 yeast inh	OXTR ag	MEKK2 mut-MEK5	GalR3 antagonist	GPR7 antagonist	MEKK3 PB1 HTS	V1aR counter	MEKK2 WT-MEK5
Cc1ccc2c(c1)CCCN2C(=O)c1ccoc1C	-6.6	1.4	-1.9	5.0	-5.7	-4.1	105.0	-1.2	110.0
Cc1cc(C)cc(Oc2coc3c(CN(C)C)c(O)ccc3c2=O)c1	-2.7	-8.9	-1.2	14.0	-8.8	0.8	97.0	-0.1	99.0
COc1ccc(N(C(=O)c2snc(C(N)=O)c2N)C(C(=O)NC2CCCC2)c2ccco2)cc1 (configuration not stated)	27.9	-2.4	0.6	-2.0	17.9*	-9.8	99.0	1.1	92.0

An excerpt from above in order of their number in GPR7 antagonist, descending:
| Compound | GPR7 antagonist |
| --- | --- |
| CCOC(=O)C1(Cc2cccc(F)c2)CCN(C(=O)c2ccoc2C)CC1 | 8.5 |
| Clc1ccc(-c2ccc(C=Nc3ccc(N4CCOCC4)cc3)o2)c(Cl)c1 | -4.2 |
| Cc1ccc(S(=O)(=O)Nc2ccc(C(=O)NC3CC3)cc2)cc1 | -9.2 |

Next part:
SMILES	PHOSPHO1 inh	NALP1 yeast inh	OXTR ag	MEKK2 mut-MEK5	GalR3 antagonist	GPR7 antagonist	MEKK3 PB1 HTS	V1aR counter	MEKK2 WT-MEK5
Cc1ccccc1NC(=O)c1ccccc1NC(=O)Cc1cccc2ccccc12	-2.0	18.4	3.1	-2.0	3.0	-3.6	97.0	7.0	95.0
CCn1c(CNc2ccccc2Cl)nnc1SCC(=O)OC1CCCCC1	36.6	22.2	2.7	3.0	-3.8	-0.3	101.0	1.3	99.0
Cc1c(Cl)c([N+](=O)[O-])nn1CCCC(=O)Nc1cc(Cl)ccc1Cl	5.8	22.7	-0.2	-1.0	0.2	1.0	104.0	1.7	99.0
CCCN(CCC)c1ncnc2c1cnn2-c1ccc(OC)cc1	-9.8	-4.4	-1.6	-1.0	-4.0	-17.9	99.0	-1.3	99.0
C=CCn1cc(C(=O)NCC2CCCO2)c(=O)c2cc(S(=O)(=O)N3CCCCCC3)ccc21 (configuration not stated)	-3.5	-0.8	0.5	-4.0	-0.9	-6.5	100.0	0.3	96.0
Cc1nc(CSc2n[nH]c(=O)n2-c2cccc(F)c2)cs1	24.4	11.1	-0.3	5.0	-0.5	-14.6	104.0	-0.6	107.0
O=C(Nc1ccc(F)cc1)c1cc(S(=O)(=O)N2CCCCC2)ccc1F	29.3	7.0	0.7	5.0	5.9	3.5	106.0	2.6	105.0
COc1ccc(C(=O)Nc2ccc(Nc3ccccc3)cc2)cc1[N+](=O)[O-]	-5.8	-11.7	3.7	6.0	-9.2	-19.4	101.0	5.8	107.0
Cc1cc(CNC(=O)c2ccc3c(c2)OCO3)c2ccccc2n1	41.8	-3.5	-0.2	-20.0	2.4	1.9	77.0	1.5	75.0

GalR3 antagonist, what is marked active above
mol	PHOSPHO1 inh	NALP1 yeast inh	MEKK2 mut-MEK5	GalR3 antagonist	GPR7 antagonist	MEKK3 PB1 HTS	MEKK2 WT-MEK5
Cn1c(C(=O)NN)cc2cc(Oc3ccccc3)ccc21	9.2	4.0	1.0	60.0*	-20.4	98.0	95.0
COc1ccc(N(C(=O)c2snc(C(N)=O)c2N)C(C(=O)NC2CCCC2)c2ccco2)cc1 (configuration not stated)	27.9	-2.4	-2.0	17.9*	-9.8	99.0	92.0
